Pf growth 96h – inhibits malaria parasite growth, 96 h; P. falciparum luciferase reporter growth, 96 h; actives 6.9% (n = 320,000); Potency, µM (doses to about 28.7 µM), inactives show at the highest dose activity change, negative = inhibition, hits mostly inhibitors; further: potency means the concentration at half of the fitted maximal effect; on the % scale 0 is the no-effect control and ±100 the full control effect
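Two-generation exposure (96 h) targets delayed-death phenotype. Reporter parasites carrying integrated firefly luciferase, in red cells at 2% hematocrit and 0.05% parasitemia final, kept at 37 C, 5% CO2; luminescence loss indicates inhibition.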
Pf growth 48h – inhibits P. falciparum growth in the first generation, 48 h; P. falciparum luciferase growth in erythrocytes, 48 h; Potency, µM (series often up to 28.7 µM), without a hit: top-dose activity change, negative = inhibition, most hits filed as inhibitors; actives 5.9% (n = 310,000); AID 504832; further: potency means the concentration at half of the fitted maximal effect; on the % scale 0 is the no-effect control and ±100 the full control effect
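Erythrocytes infected with P. falciparum carrying an integrated firefly luciferase reporter (2% hematocrit, 0.1% parasitemia final) were exposed to compounds in RPMI 1640 with 0.5% Albumax at 37 C, 5% CO2. Growth inhibition was scored as reduced luminescence.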
Shiga toxin inh – blocks Shiga toxin action in Vero cells; Vero cells, Shiga toxin protein synthesis inhibition reporter; inhibition, % at 38.7 µM; actives 9.2% (n = 290,000); AID 2315; in the data active means inhibition mostly above about 28%, no sharp cut-off; inactive means mostly below about 43%; further: 0% is about no effect
CHX counter – counter-screen hit for Shiga toxin inhibitors, cycloheximide; cell reporter, cycloheximide protein synthesis inhibition counterscreen; max response, %; actives 12% (n = 300,000); in the data active means max response mostly above about 13%, no sharp cut-off; inactive means mostly below about 14%; further: read at 38.3 µM for the half of the compounds with a filed dose; 0% is about no effect
LmPK inhibitor – blocks Leishmania mexicana pyruvate kinase activity; AID 1721; purified LmPK, Kinase-Glo ATP luminescence, 1 h; Q27686; Potency, µM (top dose mostly 57.5 µM), without a hit: top-dose activity change, negative = inhibition, hits mostly inhibitors; actives 0.37% (n = 290,000); further: potency means the concentration at half of the fitted maximal effect; on the % scale 0 is the no-effect control and ±100 the full control effect
Target sequence (Q27686 whole entry, looked up): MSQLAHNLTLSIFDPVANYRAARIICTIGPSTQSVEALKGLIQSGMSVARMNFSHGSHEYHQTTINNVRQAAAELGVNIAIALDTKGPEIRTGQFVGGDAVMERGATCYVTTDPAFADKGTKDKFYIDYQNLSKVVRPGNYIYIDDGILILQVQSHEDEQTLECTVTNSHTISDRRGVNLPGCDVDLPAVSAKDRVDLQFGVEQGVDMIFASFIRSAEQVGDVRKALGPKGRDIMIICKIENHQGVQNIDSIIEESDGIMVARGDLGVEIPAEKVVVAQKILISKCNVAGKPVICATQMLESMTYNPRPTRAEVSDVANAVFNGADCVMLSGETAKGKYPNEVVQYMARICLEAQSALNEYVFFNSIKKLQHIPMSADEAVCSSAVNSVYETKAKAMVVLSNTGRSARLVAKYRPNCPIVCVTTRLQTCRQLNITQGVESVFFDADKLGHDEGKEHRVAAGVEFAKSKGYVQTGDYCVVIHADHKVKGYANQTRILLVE
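0.1 nM LmPK, 0.5 mM PEP, 0.1 mM ADP; 50 mM imidazole pH 7.2, 7 mM MgCl2, 50 mM KCl; 1 h RT. Kinase-Glo luminescence readout, normalized to no-enzyme (full inhibition) and uninhibited wells.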
TbPYK inhibitor – inhibitors of Trypanosoma brucei pyruvate kinase; TbPYK enzyme, Kinase-Glo Plus ATP luminescence, 45 min; actives 0.12% (n = 410,000); Potency, µM (titrated, usually from 76.8 µM), for inactives: at the top dose activity, negative = inhibition, hits mostly inhibitors; Q57TT1; further: potency means the concentration at half of the fitted maximal effect; on the % scale 0 is the no-effect control and ±100 the full control effect; nearly all actives have a fitted effect of over 50% in size
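Readout: single end-point luminescence (Kinase-Glo Plus, 10 min). Reaction conditions were TbPYK/substrate plus 130 uM ADP, 45 min at RT, pH 7.2 TEA buffer. No-enzyme wells served as controls, and data were normalized before concentration-response fitting.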
AMA1-RON2 inh – AMA1-RON2 (P. falciparum) interaction inhibition; AlphaScreen AMA1-biotinylated RON2 peptide binding; actives 0.2% (n = 360,000); Potency, µM (highest dose often 58.2 µM), for inactives: at the highest dose activity change, negative = inhibition, actives largely listed as inhibitors;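 further: potency means the concentration at half of the fitted maximal effect; 0% = vehicle wells and -100% = peptide control; nearly all actives have a fitted effect of over 45% in size; some results filed as inactive show a strong effect at the top dose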
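AMA1 (3D7) with his tag at 25 nM final met compounds first, then biotinylated RON2 peptide at 25 nM; detection used donor plus acceptor beads, 10 µg/mL apiece, read by AlphaScreen after 30 min at room temperature.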
The depositor's hits bear a star; ? = inconclusive; . = not tested or not shown; & = joins results of further samples; ! = a repeat was not active; [ ] = dose if it differs, or a comment. Unless noted, the call rests on the fitted dose curve; in most records, active means well fitted curve in the direction sought with a large enough effect; inconclusive means small, poorly fitted or top-dose-only effect, or another doubt; inactive means no such curve, though single readings can be large; an effect the other way counts as inactive or inconclusive.

SMILES	Pf growth 96h	Pf growth 48h	Shiga toxin inh	CHX counter	LmPK inhibitor	TbPYK inhibitor	AMA1-RON2 inh
CCCNC(=O)CN1C(=O)NC(CCc2ccccc2)C1=O (centres undefined)	-3%	3%	-2	5	8%	-5%	5%
C=CCn1c(CCNC(=O)C(C)(C)C)nc2ccccc21	?	4%	-9	-2	-5%	-2%	10%
Nc1c(Cl)cc(-c2csc(NCCc3nc4cc(Cl)c(Cl)cc4n3CCCO)n2)cc1Cl	?	?	-2	1	4%	-11%	26%
CCN(CC)c1ccc(/C=N/Nc2nc(C)cc(=O)[nH]2)c(O)c1	1.9µM*	1.9µM*	46	9	-3%	2%	16%
Cc1c(NC(=O)c2cc3nc(-c4ccc(Br)cc4)cc(C(F)(F)F)n3n2)c(=O)n(-c2ccccc2)n1C	-4%	11%	7	-2	-3%	0%	-1%
CC(C)C(=O)Nc1ccc(C(=O)c2ccccc2)cc1	191%[activator]	201%[activator]	57*	50*	-1%	2%	-2%
O=C(Nc1nc2cc(Cl)ccc2s1)C1CCCN(S(=O)(=O)c2cccc3cccnc23)C1 (centres undefined)	12µM*	.	23	-3	1%	-9%	-8%
Cc1cc(NS(=O)(=O)c2ccc(NC(=O)CCCOc3ccccc3C)cc2)nc(C)n1	?	-3%	-2	-2	-1%	-10%	-2%
COc1ccc2c(c1OC)CN1CCc3cc4c(cc3[C@@H]1[C@@H]2O)OCO4	9.3µM*	?	-15	-3	-1%	-3%	-9%
CN(C)c1cccc2cccc(N(C)C)c12	1%	0%	-6	2	4%	-3%	-2%
COc1ccc(NC(=O)Nc2nc3c(s2)CCCC3)cc1	13%	97%[activator]	16	19*	-4%	-10%	7%
Cc1ccc(C)c(N2CCN(C(=O)c3ccc4c(c3)c(C)c(C)n4C)CC2)c1	1%	?	-8	-5	-1%	-1%	-8%
O=c1cc[nH]c2c(Cl)cccc12	0%	162%[activator]	41*	21*	0%	-3%	-5%
CC(=O)c1ccc(N2CCCCCC2)c(F)c1	?	23%	29	13	2%	4%	9%
CCOC(=O)C(c1ccccc1)C(Nc1ccc(Cl)c(Cl)c1)c1ccccn1 (centres undefined)	?	?	-2	30	0%	-2%	-5%
CCOc1ccc(NC(=O)CCn2c(=O)[nH]c3ccsc3c2=O)cc1	7.4µM*	.	-8	-5	1%	-1%	-7%
Nc1cccc2c1C(=O)N(C(=O)c1ccc(Cl)c(S(=O)(=O)N3CCCCCC3)c1)C2=O	-1%	.	10	11	0%	-1%	-2%
O=C(c1ccc(Cl)c(S(=O)(=O)N2CCOCC2)c1)N1CCOCC1	51%[activator]	7%	-14	-4	3%	-1%	7%
CN(C)/C=C/C(=O)c1ccc(S(=O)c2ccccc2)cc1 (centres undefined)	-8%	16%	20	-5	1%	-5%	6%
CCn1c(C)nc2cc(C(=O)NNC(=O)c3ccc(C)cc3)ccc21	105%[activator]	390%[activator]	.	.	.	?	1%
C/C(=N\NC(=O)c1cc(O)cc(O)c1)c1ccc(NC(=O)Cc2ccccc2)cc1	-12%	37%[activator]	70*	22*	23%	-2%	-2%
COc1ccc(OC)c(NC(=O)C(C)Oc2ccc(Br)cc2)c1 (centres undefined)	?	?	-9	-1	0%	0%	?
CCn1cc(CNC(=O)c2ccc3nc(Cc4ccccc4F)oc3c2)cn1	6%	29%	38	32*	3%	5%	-1%
CCC1(c2ccccc2)NC(=O)N(CC(=O)Nc2cc(S(=O)(=O)N3CCCCC3)ccc2OC(C)C)C1=O (centres undefined)	?	10µM*	.	.	.	8%	-3%
CCN1CCN(c2ccc(S(=O)(=O)N3CCCCC3)cc2NC(=O)c2cccc(C(F)(F)F)c2)CC1	?	?	.	.	.	-4%	-4%

The list goes on, starting with the last 7 of the part before.
SMILES	Pf growth 96h	Pf growth 48h	Shiga toxin inh	CHX counter	LmPK inhibitor	TbPYK inhibitor	AMA1-RON2 inh
CN(C)/C=C/C(=O)c1ccc(S(=O)c2ccccc2)cc1 (centres undefined)	-8%	16%	20	-5	1%	-5%	6%
CCn1c(C)nc2cc(C(=O)NNC(=O)c3ccc(C)cc3)ccc21	105%[activator]	390%[activator]	.	.	.	?	1%
C/C(=N\NC(=O)c1cc(O)cc(O)c1)c1ccc(NC(=O)Cc2ccccc2)cc1	-12%	37%[activator]	70*	22*	23%	-2%	-2%
COc1ccc(OC)c(NC(=O)C(C)Oc2ccc(Br)cc2)c1 (centres undefined)	?	?	-9	-1	0%	0%	?
CCn1cc(CNC(=O)c2ccc3nc(Cc4ccccc4F)oc3c2)cn1	6%	29%	38	32*	3%	5%	-1%
CCC1(c2ccccc2)NC(=O)N(CC(=O)Nc2cc(S(=O)(=O)N3CCCCC3)ccc2OC(C)C)C1=O (centres undefined)	?	10µM*	.	.	.	8%	-3%
CCN1CCN(c2ccc(S(=O)(=O)N3CCCCC3)cc2NC(=O)c2cccc(C(F)(F)F)c2)CC1	?	?	.	.	.	-4%	-4%
CN(C)S(=O)(=O)N1CCN(C(=O)N2CCOCC2)CC1	.	11%	-18	-1	1%	-9%	-5%
COc1cc(C2CC(c3cccs3)=NN2C(=O)CCl)ccc1OC(F)F (centres undefined)	?	?	63*	15	-3%	-6%	4%
Cn1c(Nc2cccc(Cl)c2)nc2ccccc21	4%	?	.	34*	0%	1%	0%
NNC(=O)c1ccc(CSc2n[nH]c(=O)[nH]c2=O)cc1	-19%	-9%	1	1	-9%	2%	-2%
CN(C)c1ccc(/C=N/NC(=O)c2ccc3c(c2)OCO3)cc1	214%[activator]	41%[activator]	91*	39*	-13%	-2%	-1%
Cn1cc(SCC(=O)NCC2CCCO2)c2ccccc21 (centres undefined)	33%[activator]	31%[activator]	-6	-1	-1%	-17%	2%
Clc1ccc(-n2nnnc2-c2ccccc2)cc1	17%	0%	-3	-6	3%	-17%	-1%
Nc1scc2c(C(=O)O)nn(-c3ccccc3)c(=O)c12	33%[activator]	13%	.	.	.	?	.
COc1ccccc1/C=N/NC1=NCCCCC1	36%[activator]	39%	11	18	2%	-7%	4%
COc1ccccc1NC(=S)NCCc1ccc(OC)c(OC)c1	4.7µM*	2.6µM*	-12	6	2%	-16%	-6%
O=C(N/N=C/c1ccc([N+](=O)[O-])o1)c1cn(-c2ccccc2)nc1-c1ccc(Cl)cc1	?	4.7µM*	-12	-2	1%	0%	20%
Cc1cccc(NC(=O)C2CCN(S(=O)(=O)c3cccs3)CC2)c1	-26%	.	10	7	7%	5%	16%
O=C(NC1CCCCC1)C1CCN(C(=O)c2ccccc2Cl)CC1	15%	18%	-7	8	1%	-3%	7%
O=C(O)c1ccc(Cl)c(NCc2cccnc2)c1	3%	8%	.	-3	-2%	-15%	-12%
COc1ccc(OC)c(C(=O)c2oc3ccccc3c2NC(C)=O)c1	35%[activator]	?	1	3	0%	.	1%
CCCNC(=S)N(Cc1cc2cc(C)ccc2n2nnnc12)CC(C)(C)CN(C)C	?	?	-12	-4	-1%	-4%	4%
Fc1ccc(CN2CCN(c3ncnc4scc(-c5ccccc5)c34)CC2)cc1	10µM*	?	-4	-3	-2%	2%	0%
O=C(COC(=O)c1c(F)cccc1F)NCCNC(=O)COC(=O)c1c(F)cccc1F	19%	19%	-13	-5	-3%	1%	6%
O=C(N/N=C/c1cc2c3c(c1O)CCCN3CCC2)c1ccccc1O	2.6µM*	3.3µM*	18	16	6%	1%	?
COc1ccc(/C(N)=N/OC(=O)c2ccc([N+](=O)[O-])c(C)c2)cc1OC	?	23%	8	5	-1%	-2%	-11%
O=C(O)c1cc(-c2ccco2)nc2ccc(Br)cc12	?	5%&18%	4&4	6&8	3%&5%	18µM*!	?
N=C1c2ccccc2CN1c1cccc([N+](=O)[O-])c1	19%	7%	1	1	1%	-17%	10%
c1ccc(Cc2noc(CN3CCN(CCOc4ccccc4)CC3)n2)cc1	?	1%	1	1	4%	6%	-7%
COc1cc2[nH]cc(C(=O)NCc3ccccc3)c(=O)c2cc1OC	?	?	-9	-3	0%	4%	-8%
O=C(N1CCCCC1)N1CCC(c2nc3ccccc3[nH]2)CC1	3%	-1%	-7	-4	1%	1%	0%

Part of the list above in order of length of the SMILES, descending:
SMILES	Pf growth 96h	Pf growth 48h	Shiga toxin inh	CHX counter	LmPK inhibitor	TbPYK inhibitor	AMA1-RON2 inh
CN(C)S(=O)(=O)N1CCN(C(=O)N2CCOCC2)CC1	.	11%	-18	-1	1%	-9%	-5%
COc1ccccc1NC(=S)NCCc1ccc(OC)c(OC)c1	4.7µM*	2.6µM*	-12	6	2%	-16%	-6%
O=C(O)c1cc(-c2ccco2)nc2ccc(Br)cc12	?	5%&18%	4&4	6&8	3%&5%	18µM*!	?

(cont.)
SMILES	Pf growth 96h	Pf growth 48h	Shiga toxin inh	CHX counter	LmPK inhibitor	TbPYK inhibitor	AMA1-RON2 inh
CN1C(=O)c2cccc3c(S(=O)(=O)Nc4ccccc4F)ccc1c23	36%	-1%	6	-4	-3%	0%	-14%
COCc1cc(C)nc(OCC(=O)N/N=C/c2ccc(-c3cc([N+](=O)[O-])ccc3Cl)o2)c1C#N	?	16%	-18	-10	0%	6%	3%
Cc1nn(-c2ccccc2)c2[nH]c(=O)c(CNCC3CCCO3)cc12 (centres undefined)	?	-14%	25	2	-1%	-1%	38%[activator]
CCOC(=O)Cn1nnnc1CN(CCc1ccccc1)Cc1cc2cc(CC)ccc2[nH]c1=O	?	.	-7	-5	2%	0%	-6%
O=C(Nc1ccccc1)[C@@H]1[C@@H]2C(=O)N(c3ccc(F)cc3)C(=O)[C@@H]2[C@H]2C=CC=NN21	2%	-7%	25	6	-3%	-5%	-18%
O=C(COc1ccc([N+](=O)[O-])cc1)Nc1cc(S(=O)(=O)N2CCCCC2)ccc1N1CCCCC1	?	?	.	.	.	0%	-14%
Cc1cc(N2C(=O)CC(N3CCN(c4ccc(C(=O)c5cccs5)cc4)CC3)C2=O)no1 (centres undefined)	20%	?	0	13	2%	-6%	-7%
C[C@@H]1NC(=O)[C@H](CCCN=C(N)N)NC(=O)c2cc([N+](=O)[O-])cc(I)c2OCC[C@@H](C(N)=O)NC1=O	-6%	18%	-18	-3	2%	.	.
CC(=O)c1cc(C#N)c(N2CCOCC2)nc1C	17%[5.75 µM]	28%	-5	-4	1%	-7%	-1%
CCC(=O)Nc1ccc(Oc2ccc3c(c2)C(=O)N(c2ccc(O)cc2)C3=O)cc1	.	3%	14	-5	4%	-2%	2%
CN(CC(CC(=O)O)c1ccccc1)S(=O)(=O)c1ccc(Br)cc1 (centres undefined)	-14%	.	-16	-7	5%	-2%	-9%
COc1ccc(-c2cc(C(=O)NCC3CCCO3)c3cc(C)ccc3n2)cc1 (centres undefined)	?	-9%	14	18*	2%	5%	39%[activator]
